hERG WT inh: qHTS for Inhibitors of KCHN2 3.1: Wildtype qHTS; Voltage-gated inwardly rectifying potassium channel KCNH2 (Homo sapiens), Q12809; 0.37% of 340,000 active; U2OS, BacMam KCNH2, thallium flux FluxOr; active compounds read low; activity change, % at 1.84 µM;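 active = maximum activity change below -70%; inconclusive = maximum activity change between -70% and -50%; inactive = maximum activity change above -50%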; note: % is set by controls: 0 for no effect and ±100 for the full control effect
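U2OS cells were transduced with wild-type KCNH2 virus (2.03 x 10^8 / mL) for 4 h at room temperature, then cultured overnight at 37 C. Thallium flux was read with FluxOr dye. Rate constants were normalized to DMSO controls.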
TRPV1 agonist: HTS Assay for Compounds that Act as Agonists of the Vanilloid Receptor 1. TRPV1-expressing cells, Fluo-8 calcium influx, agonist mode. activation, % at 8.33 µM. 0.19% of 320,000 active; in the data active = activation above about 80%; inconclusive = between about 30% and that limit; note: 0% is about no effect
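Fluo-8 calcium influx in TRPV1-expressing cells, kinetic read (ex 480/em 520 nm). Compound added and read 3 min for agonist activity, followed by capsaicin at EC20 final and 2 min further read for enhancement.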
CXXC DNA block: qHTS Fluorescence Polarization Assay for Inhibitors of MLL CXXC domain - DNA interaction; Histone-lysine N-methyltransferase 2A (Homo sapiens), Q03164; MLL-CXXC / FITC-HOXA9 DNA fluorescence polarization; AID 2662, 2010; 0.037% of 290,000 active; Potency, µM (top dose mostly 115 µM), for inactives: at the top dose activity change, negative = inhibition, usual class: inhibitors; active = well fitted inhibition curve with a large enough effect in the polarisation, with a control signal flat, not every such curve was filed as active; inconclusive = small, poorly fitted or top-dose-only effect, or effect the other way, or a change in a side signal; inactive = no such curve, though single readings can be large or run the other way; the % refers to the polarisation; note: potency is the fitted concentration of half-maximal effect
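Purified MLL-CXXC (added from a 7 uM solution) was preincubated 5 min at ambient with pinned compounds in 50 mM Tris-HCl pH 7.5, 50 mM NaCl, 1 mM DTT, 0.05% BSA. Fluorescein-labeled HOX-A9 DNA (50 nM solution) followed, 30 min, then polarization read.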
FBPA coupling cs: qHTS Assay for Inhibitors of Fructose-1,6-bisphosphate Aldolase from Giardia Lamblia: Coupling assay counterscreen. coupling enzyme system counterscreen, AmpLite Red fluorescence. AID 2472, 2010. activity change, negative = inhibition, % at 58.2 µM, hits read low. 0.67% of 290,000 active; in the data active = activity change below about -30%; note: % is set by controls: 0 for no effect and ±100 for the full control effect
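Fluorescence at 525 nm excitation and 598 nm emission measured inhibition of the coupled detection system without aldolase. Compounds (at 57.5 uM final) were preincubated 10 min at room temperature with coupling enzyme reagent before a 20 min substrate/AmpLite Red step.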
GALK inhibitor: qHTS Assay for Inhibitors of Human Galactokinase (GALK); Purified GALK, Kinase-Glo residual ATP luminescence; Potency, µM (highest dose often 57.5 µM), for inactives: at the highest dose activity change, negative = inhibition, usual class: inhibitors; P51570; AID 1868, 2009; 0.007% of 270,000 active; note: potency is the fitted concentration of half-maximal effect; % is set by controls: 0 for no effect and ±100 for the full control effect
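Kinase-Glo Plus luminescence measured ATP left after a 1 h room-temperature reaction. The reaction used 5 nM GALK, 100 uM galactose and 35 uM ATP at pH 8.0 (20 mM HEPES, 5 mM MgCl2, 60 mM NaCl, 1 mM DTT, 0.01% BSA).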
Integrin act MD: qHTS for Activators of Integrin-Mediated Alleviation for Muscular Dystrophy. AID 624291, 2012. alpha7betagal myoblasts, beta-gal FDG fluorescence, 48 h. Potency, µM (series often up to 38.3 µM), without a hit: top-dose activation, usual class: activators. 0.064% of 350,000 active;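 note: potency is the fitted concentration of half-maximal effect; 100% = response of the positive control SU9516; nearly all actives have a fitted effect of over 60% in size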
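Alpha7betagal+/- myoblasts (passage 13) were plated 16-24 hr, then exposed to compounds (1:260 dilution of DMSO stock) for 48 hours at 37C. After MPER lysis, β-galactosidase reporter activity was read as FDG fluorescence (ex 480/em 540) after 30 minutes.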
KCNH2 3.1 block: qHTS for Inhibitors of KCHN2 3.1: Mutant qHTS; 0.95% of 340,000 active; U2OS KCNH2 3.1, thallium flux FluxOr; active compounds read low; activity change, % (tested at about 1.8 µM); Potassium voltage-gated channel subfamily H member 2, brain isoform KCNH2 3.1 (human);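 active = maximum activity change below -70%; inconclusive = maximum activity change from -70% to -50%; inactive = maximum activity change above -50%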;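 note: thallium influx rate constant from kinetic fluorescence after stimulation buffer; % is set by controls: 0 for no effect and ±100 for the full control effect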
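Virally transduced U2OS (3.1 isoform, 4 h infection in dark at RT) → overnight 37 C → FluxOr + Red40 in HBSS/HEPES, 45 min → stimulation buffer, 2 min kinetic read → rate constant vs DMSO controls.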
MBNL1 CUG block: qHTS Assay for Inhibitors of MBNL1-poly(CUG) RNA binding; Potency, µM (top dose mostly 57.5 µM), for inactives: top-dose activity change, negative = inhibition, usual class: inhibitors; Muscleblind-like protein 1 (Homo sapiens), Q9NR56; 0.036% of 280,000 active; TR-FRET MBNL1-His/biotin-(CUG)12 binding, 665/545 ratio; active = well fitted inhibition curve with a large enough effect in the signal ratio, with a control signal flat, not every such curve was filed as active; inconclusive = small, poorly fitted or top-dose-only effect, or effect the other way, or a change in a side signal; inactive = no such curve, though single readings can be large or run the other way; the % refers to the signal ratio; note: potency is the fitted concentration of half-maximal effect; % is set by controls: 0 for no effect and ±100 for the full control effect
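MBNL1-His + Biotin-(CUG)12, cpd titration 92 nM–58 uM; Tb anti-His Ab 0.055 ng/ul, SA-XL665 5 nM (final); 60 min RT; ratiometric 665/545 nm, Ex 340 nm; normalized to buffer and full-complex controls.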
A-T KAP1 phos: qHTS Assay for Identifying a Potential Treatment of Ataxia-Telangiectasia. […] A-T fibroblasts, KAP-1 phosphorylation AlphaLISA; neocarzinostatin DNA damage 30 min before lysis. Potency, µM (highest dose often 57.5 µM), inactives show at the highest dose activation, most hits filed as activators. 0.19% of 320,000 active; note: potency is the fitted concentration of half-maximal effect; % of control where 0% means no effect; nearly all actives have a fitted effect of over 45% in size
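hTERT-immortalized A-T patient fibroblasts ([…]), 500 cells/well in OPTI-MEM, 1% FBS, got compounds for 60 min, then NCS for 30 min at 37C. Lysates were then assayed for phospho-KAP-1 by AlphaLISA (anti-pKAP1 donor, anti-KAP1 acceptor beads), 6 hr at 25C.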
S-ASM inh: Inhibitors of Secretory Acid Sphingomyelinase (S-ASM): qHTS. 0.006% of 340,000 active. placental ASM, HMU-PC fluorogenic substrate, 60 min. Potency, µM (top dose mostly 57.5 µM), for inactives: top-dose activity change, negative = inhibition, hits mostly inhibitors. AID 504937, 2011; note: potency is the fitted concentration of half-maximal effect
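Human placenta-derived ASM enzyme was preincubated with compound for 10 minutes at room temperature, then given fluorogenic substrate HMU-PC0 (9 uM final) for 60 minutes at 37 °C; a pH 10 stop preceded fluorescence reading at Ex 386/Em 447 nm.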
* = called active by the depositor; ? = inconclusive; · = no result given; [ ] = another dose, or the depositor's remark. Unless noted, calls come from the whole dose curve; as a rule, active = well fitted curve in the direction sought with a large enough effect; inconclusive = small, poorly fitted or top-dose-only effect, or another doubt; inactive = no such curve, though single readings can be large; an effect the other way counts as inactive or inconclusive.

SMILES	hERG WT inh	TRPV1 agonist	CXXC DNA block	FBPA coupling cs	GALK inhibitor	Integrin act MD	KCNH2 3.1 block	MBNL1 CUG block	A-T KAP1 phos	S-ASM inh
CN(Cc1ccccc1)CC(O)COc1ccc(CNCCc2ccncc2)cc1 (stereo not drawn)	5	-1	-3%	1	-1%	-42%	4	-14%	4%	2%
Cc1cccc(N(CC(O)CN(C)C)S(=O)(=O)c2ccccc2)c1 (stereo not drawn)	45	1	5%	0	1%	29%	-19	-2%	-3%	6%
CCn1ccnc1CN(C)C(=O)C1CCC(=O)N(Cc2cccc(C(F)(F)F)c2)C1 (stereo not drawn)	7	-2	9%	·	2%	5%	-21	-9%	37%	3%
COc1ccc(CCNC(=S)NC2CCN(Cc3ccccc3)CC2)cc1OC	6	?	8%	-7	-1%	-30%	6	-4%	-4%	3%
COc1cccc(CN2C(=O)N(C(C)C)C(N(O)C(=O)NC(C)C)C2(C)C)c1OC (stereo not drawn)	1	0	1%	5	1%	-33%	4	7%	-9%	-1%
COc1ccc(C2=NS(=O)(=O)N(C)C(C(=O)Nc3ccc(F)cc3F)=C2)cc1	8	3	·	-3	·	-1%	22	?	-10%	-6%
CCOc1ccc(CCNC(=O)COC(=O)COc2ccc(C(=O)CC)cc2)cc1OCC	0	0	·	·	·	-7%	3	·	2%	·
CSc1nnc(C)c(=O)n1COC(=O)/C=C/c1ccc2c(c1)OCO2	-5	-1	3%	4	0%	-25%	-10	?	-4%	1%
CC(C)CNC(=O)NC(=O)COC(=O)COc1ccc(Cl)cc1Cl	3	14	4%	2	-3%	-12%	23	·	10%	-5%
Cc1cccc(C)c1NS(=O)(=O)c1ccc2c(c1)NC(=O)CO2	-2	18	-1%	2	9%	-31%	4	0%	-1%	-1%
CCOC(=O)COc1ccc2ccccc2c1/C=C/[N+](=O)[O-]	8	10	-2%	-13	-2%	-1%	-11	1%	-13%	-1%
N#Cc1ccccc1OCC(=O)Nc1ccc(S(=O)(=O)N2CCOCC2)cc1	9	·	·	·	·	0%	15	·	3%	3%
CC1CCN(C(=O)c2cc(Cl)ccc2NC(=O)c2ccco2)CC1	2	11	4%	11	4%	24%	15	4%	-2%	1%
CCc1ccc(OCC(=O)Nc2ccc3[nH]ncc3c2)cc1	6	?	18%	-1	0%	15%	-5	13%	-9%	-3%
CCC(Sc1ncnc2sc(C)c(C)c12)C(=O)OC (stereo not drawn)	-2	11	10%	-2	-2%	-46%[inhibitor]	-5	-2%	7%	-24%
COc1ccc(C(=O)NC(=S)NNC(=O)c2c(-c3ccccc3)noc2C)cc1	-7	10	-6%	12	3%	24%	6	3%	-15%	-8%
COc1ccc(CNCCc2ccccc2)cc1OCC(N)=O	-4	4	-2%	0	5%	3%[7.66 µM]	15	-8%	-3%	3%
O=C(O)CSCC(=O)NCc1cccc(C(F)(F)F)c1	9	-3	-4%	2	0%	-20%	16	-5%	7%	2%
CC(C)=CC(=O)Nc1nnc(C)s1	3	-5	-6%	1	-2%	2%	8	-17%	0%	2%
S=c1[nH]nc(COc2ccccc2)n1-c1ccccc1	4	-2	3%	9	5%	-20%	-21	0%	-4%	0%
Cc1ccc(Cn2cc(S(=O)(=O)c3ccc(Cl)cc3)c(=O)c3cc(F)ccc32)cc1	-37	?	-7%	-8	0%	?	-36	-4%	-12%	5%
Cc1cccc(NC(=O)CN2C(=O)NC3(CCCC3)C2=O)n1	0	-1	·	·	·	8%	-1	·	-2%	2%
CNC(=S)N/N=C/c1ccc(OCC(=O)Nc2c(C)cc(C)cc2C)c(OC)c1	10	2	-2%	3	1%	7%	8	1%	3%	0%
C=CCSc1ncnc2c1oc1nc3c(cc12)COC(C)(C)C3	-8	·	-1%	-3	-3%	18%	4	·	4%	-1%
CCOC(=O)c1c(NC(=S)NC(=O)c2ccco2)sc2c1CCCC2	-5	-1	-3%	1	-1%	-16%	4	-6%	2%	-3%
N=c1sccn1CC(=O)NCCc1ccc(Cl)cc1Cl	5	1	3%	2	2%	0%	-3	-5%	0%	2%
OCCCCNCc1ccc(OCc2ccc(Cl)cc2Cl)cc1	-17	3	6%	1	3%	-57%[inhibitor]	-44	-3%	3%	-8%
O=C(CNC(=O)c1ccc(Br)o1)NCc1ccc2c(c1)OCO2	2	-4	5%	2	-2%	14%	-11	2%	-6%	-4%
C=CC[C@H](CC(=O)N(CCO)Cc1ccccc1)C(=O)N[C@H](C)COC(=O)[C@@H](CC=C)CC(=O)OC(C)(C)C	1	·	·	·	·	-33%	2	·	0%	2%
CCCCN1CC[C@H]2C=CC[C@@H](C(=O)N3CCOCC3)[C@H]2C1=O	9	·	·	·	·	?	2	·	·	0%
Cc1nnc(NC(=O)c2ccc(S(=O)(=O)N3CCCCCC3)cc2)o1	6	0	3%	5	-3%	-22%	-5	10%	1%	0%
C=CSc1sc(Cl)c(N(C)C)c1[N+](=O)[O-]	-12	-3	7%	2	8%	-31%	1	?	-1%[11.5 µM]	1%
CCCCN(C)C(=O)CCCCn1c(=O)[nH]c2cc(OCC)c(OCC)cc2c1=O	-11	2	-4%	-1	-1%	-29%	2	-6%	2%	-2%
Cn1c(=O)c2c(nc(CN3CCN(C(=O)c4ccco4)CC3)n2Cc2ccc(Cl)cc2)n(C)c1=O	1	1	0%	2	1%	12%	-3	0%	1%	-1%
O=C(COc1cc2oc(=O)c3c(c2cc1Cl)CCC3)NCCN1CCOCC1	-2	-3	-2%	1	9%	4%	36	9%	-3%	2%
CSc1nc2ccc(Nc3nc(N4CCOCC4)nc(N4CCOCC4)n3)cc2s1	8	-1	-5%	-3	0%	17%[7.66 µM]	2	50%[activator]	7%	-23%
Cc1cc(OCC(=O)N2CCOCC2)cc2oc(=O)c3ccccc3c12	0	11	-5%	4	0%	-7%	6	22%	-1%	-1%
Cc1ccc(C)c(C(=O)NC(C)c2ccc(-n3ccnc3)cc2)c1 (stereo not drawn)	4	-3	-7%	·	-8%	13%	-8	-21%	-8%	1%
O=S(=O)(Nc1nccs1)c1ccc(Cl)cc1	-17	-2	12%	1	0%	-8%[7.66 µM]	0	1%	2%	0%
CNC(=O)CSc1nnnn1-c1cc(C)ccc1C	7	-2	-3%	1	-1%	2%	10	5%	-2%	6%
Cc1nc(N2CCN(C(=O)c3ccco3)CC2)c2oc3ccccc3c2n1	0	26	14%	4	7%	9%	-5	4%	-2%	0%
O=C(NCC1CCCO1)c1ccc(NS(=O)(=O)c2cccc([N+](=O)[O-])c2)cc1 (stereo not drawn)	1	-2	6%	3	9%	-11%	-5	?	-12%	-1%
COc1ccc2cc(C(c3nnnn3Cc3ccccc3)N3CCCCCC3)c(=O)[nH]c2c1 (stereo not drawn)	0	-1	11%	-6	3%	-27%	-8	?	3%	47%[activator]
Cc1ccc(-n2cnc3cc(NCc4cccs4)ccc32)cc1	-12	-7	6%	-16	1%	30%[7.66 µM]	0	-8%	2%	-3%
Cn1cnnc1SCc1ccc(C(=O)N/N=C/c2cccs2)cc1	·	-1	15%	0	6%	-1%	-11	?	-2%	-2%
CCOC(=O)Cn1cc(C(=O)OC)c2ccccc21	-6	1	0%	0	3%	6%	-1	-8%	3%	-1%
Cc1c(Cl)c(C(=O)N2CCCC2)nn1C	-12	-6	1%	3	·	-21%	-3	-3%[11.5 µM]	0%	4%
O=C(COc1ccccc1)N1CCN=C1SCc1cccnc1	0	0	-9%	-1	0%	-23%	-10	-1%	4%	4%

Compound activity: PubChem BioAssay, National Center for Advancing Translational Sciences (NCATS)
